Screens deposited in PubChem by several laboratories.
KCNQ1 block = blocks the human KCNQ1 potassium channel | P51787 | B-score at 10 µM | CHO-K1 KCNQ1, FluxOR thallium flux fluorescence; hits give high values | hit rate 1.3% among 310,000;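 active means compounds whose thallium flux B-score, printed positive for inhibition, exceeds three library SD while starting fluorescence stays within three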;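 further: channel opened by potassium depolarization with thallium stimulus after 20 min compound exposure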
Target sequence (P51787 whole entry, looked up): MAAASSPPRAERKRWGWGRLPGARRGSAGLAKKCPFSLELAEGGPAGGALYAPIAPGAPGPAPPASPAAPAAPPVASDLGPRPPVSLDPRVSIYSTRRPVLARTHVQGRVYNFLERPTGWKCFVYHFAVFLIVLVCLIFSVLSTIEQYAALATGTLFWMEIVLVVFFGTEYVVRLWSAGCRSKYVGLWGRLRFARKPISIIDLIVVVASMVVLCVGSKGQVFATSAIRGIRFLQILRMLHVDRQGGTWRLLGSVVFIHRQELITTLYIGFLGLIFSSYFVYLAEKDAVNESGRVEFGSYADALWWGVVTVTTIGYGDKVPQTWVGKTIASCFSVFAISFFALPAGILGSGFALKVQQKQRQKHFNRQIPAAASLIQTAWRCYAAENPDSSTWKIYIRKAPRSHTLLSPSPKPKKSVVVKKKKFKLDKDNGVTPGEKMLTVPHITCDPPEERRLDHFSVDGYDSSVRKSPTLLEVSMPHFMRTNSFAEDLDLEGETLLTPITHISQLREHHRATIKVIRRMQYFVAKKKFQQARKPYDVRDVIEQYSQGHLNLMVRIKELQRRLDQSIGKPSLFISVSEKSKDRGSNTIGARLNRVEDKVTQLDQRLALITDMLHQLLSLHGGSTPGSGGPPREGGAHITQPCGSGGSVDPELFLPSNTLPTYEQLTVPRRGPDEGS
ANO1 block = mouse TMEM16A channel inhibition, primary screen. HEK293 TMEM16A/YFP iodide influx fluorescence, ionomycin. normalized B-score (activity score, 25-100; higher = stronger inhibition) at 10 µM. Q8BHY3. hit rate 1.2% among 310,000. AID 588511;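 active means ratio plate-corrected score three or more library SD toward inhibition, starting fluorescence score within five deviations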;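 further: score derived from kinetic fluorescence span divided by baseline fluorescence per well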
KCNK9 block = inhibitors of human KCNK9 two-pore domain potassium channel; Q9NPC2; HEK293 KCNK9, FluxOR thallium flux fluorescence; hits give low values; B-score at 10 µM; hit rate 1.2% among 310,000; AID 488922;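 active means ratio B-score over 3 SD below the library mean, with starting fluorescence within 5 SD of its mean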;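 further: negative B-score means less thallium flux so channel inhibition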
RGS4 inh = human RGS4 inhibition; HEK293 M3R/RGS4 inducible, Fluo-4 calcium flux; hits give high values; triggered by carbachol at its EC20; hit rate 0.45% among 310,000; AID 463165; P49798; B-score at 10 µM;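 active means B-score, a plate-corrected calcium signal, over three deviations above library mean, with baseline fluorescence within five deviations of library mean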;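 further: RGS4 expression induced by doxycycline in cells with stable M3 receptor; B-score is computed from the integrated fluorescence ratio over baseline after carbachol; higher B-score means a larger calcium signal and so more RGS4 inhibition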
KCNK3 block = human KCNK3 channel inhibition, primary screen; CHO-KCNK3 thallium flux, FluxOR fluorescence; hits give low values; B-score at 10 µM; hit rate 0.84% among 340,000; AID 602410;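 active means B-score under library mean minus 4 SD, starting fluorescence ratio at most library mean plus 5 SD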;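 further: more negative B-score means stronger inhibition of thallium flux through KCNK3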
SKKanGAS inh = blocks kanamycin growth of S. pyogenes SKKanGAS strain | BacTiter-Glo, 6 h | inhibition, % at 7.5 µM | hit rate 1.3% among 300,000 | AID 1662;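 active means mean replicate score, as percent of positive control median, at least 50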;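 further: strain carries kanamycin resistance gene driven by streptokinase promoter and grows in 40 µg/ml kanamycin; loss of luminescence reflects streptokinase promoter inhibition or plain growth inhibition; 0% = median of DMSO wells and 100% = positive control at its reference dose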
hERG rescue = compounds protecting human hERG from proarrhythmic drug block; Q12809; CHO-hERG, FluxOR thallium flux, dofetilide IC70 present; activation (rescue from dofetilide block), less the hit threshold, % at 10 µM; hit rate 0.51% among 310,000; AID 1511;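 active means activation above the mean of controls blocked by dofetilide plus 5 SD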;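 further: thallium influx through hERG after potassium depolarization seen as dye fluorescence rise; in these data hits start at about 4.7%; inactives centre near -7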
RGS4 act = RGS4 potentiation or activation | HEK293 M3R/inducible RGS4, carbachol calcium flux Fluo4; hits give low values | B-score at 10 µM | hit rate 0.92% among 310,000 | AID 463111;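 active means B-score of the integrated calcium signal more than 4 SD below the library mean, with starting fluorescence not abnormally high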;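 further: negative B-score means reduced calcium response which marks RGS4 activation or potentiation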
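Material: M3R-expressing HEK293 line, RGS4 induced by doxycycline | Schedule: Overnight RGS4 induction, 30 min dye load 37 °C, 20 min compound RT | Measured by: Fluo4 fluorescence kinetic imaging of calcium | Read-out: Integrated calcium ratio converted to B score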
ANO1 activ = mouse TMEM16A channel activation, primary screen. B-score at 10 µM. AID 623877. Q8BHY3. hit rate 0.3% among 340,000. HEK293 TMEM16A/YFP-H148Q/I152L, iodide quench fluorescence; hits give low values;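 active means fluorescence-ratio B-score plate-corrected deviation score at least 3 library SD below zero, with starting fluorescence score within 5 deviations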;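 further: channel opened by trigger with iodide after compound preincubation; score built on the fluorescence ratio of max minus min over baseline; more negative score means more quench and so TMEM16A activation or potentiation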
KCNQ1 act = potentiates or activates the human KCNQ1 potassium channel | hit rate 0.35% among 310,000 | CHO-K1 KCNQ1, thallium flux FluxOR fluorescence; hits give high values | P51787 | B-score at 10 µM;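 active means fluorescence ratio B-score, a plate-corrected score, at least three library SD, with initial intensity B-score within 5 SD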
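System: Stable KCNQ1 CHO-K1 line | Incubation: 90 min dye loading and 20 min compound exposure, both at room temperature | Measure: Ratio B score | Medium: Assay buffer for compound exposure, DMSO matched across wells | Compound dosing: Single-concentration screen | Probe or stimulus: K+/Tl+ depolarizing stimulus | Measured by: Kinetic FluxOR fluorescence, 10 s baseline plus 110 s post-stimulus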
HDAC3 inh = blocks human histone deacetylase 3; O15379; recombinant HDAC3, fluorogenic peptide/trypsin coupled, fluorescence; inhibition, % at 8.3 µM; hit rate 0.15% among 320,000; in the data active means inhibition above about 26%, passing the limit was not always enough
Target sequence (O15379 whole entry, looked up): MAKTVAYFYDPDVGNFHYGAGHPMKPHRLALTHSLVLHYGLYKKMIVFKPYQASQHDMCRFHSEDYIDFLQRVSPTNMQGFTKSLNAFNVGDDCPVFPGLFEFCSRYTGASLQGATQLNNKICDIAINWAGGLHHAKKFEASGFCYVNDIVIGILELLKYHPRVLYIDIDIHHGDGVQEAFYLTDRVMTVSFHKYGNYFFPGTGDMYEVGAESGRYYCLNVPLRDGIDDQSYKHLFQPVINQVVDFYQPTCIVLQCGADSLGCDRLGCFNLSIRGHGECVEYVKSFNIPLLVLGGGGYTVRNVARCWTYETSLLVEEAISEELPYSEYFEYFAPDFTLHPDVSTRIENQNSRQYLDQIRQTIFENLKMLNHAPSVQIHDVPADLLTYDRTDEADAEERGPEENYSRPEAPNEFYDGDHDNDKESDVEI
* hit, by the source's call; i = inactive; x = no result given.

Below each compound: KCNK3 block, RGS4 act, RGS4 inh, KCNQ1 act, ANO1 activ, HDAC3 inh, SKKanGAS inh, ANO1 block, KCNQ1 block, hERG rescue, KCNK9 block
1. Cc1ccc(-c2nnn(CC(=O)N(c3ccccc3F)C(C(=O)NC3CCCC3)c3ccco3)n2)o1 (stereo not given)
    i, i, i, i, i, -7, 5, i, i, -11, i
2. CN(C)C(=O)c1cc(Cl)ccc1Sc1cc(Cl)ccc1Cl
    i, i, i, i, i, -2, 4, i, i, -18, i
3. COc1ccc(C2=NOC(C(=O)N3CCOCC3)C2)cc1OC (stereo not given)
    i, i, i, i, i, 3, -2, i, i, -3, i
4. CCOC(=O)C1(Cc2cccc(OC)c2)CCN(Cc2ccc(C)s2)CC1
    i, i, i, i, i, 4, 2, i, i, -23, i
5. O=C(CCCN1C(=O)c2ccccc2C1=O)Nc1ccc2c(c1)OCCO2
    i, i, i, i, i, -1, -1, i, i, -7, i
6. COc1ccc(C2=NS(=O)(=O)N(C)C(C(=O)Nc3ccc(C(C)=O)cc3)=C2)cc1OC
    i, i, i, i, i, 11, 2, 25*, i, -16, i
7. CCOc1ccccc1N1CCN(C(=O)c2cc3cc(OC)ccc3[nH]2)CC1
    i, i, i, i, i, 1, 5, i, i, -4, i
8. CSc1ccc(N2CCN(CCCNC(=O)Nc3ccccc3F)CC2)cc1
    i, i, i, i, i, 8, 8, i, i, -13, i
9. CC1(C)Cc2c(C#N)c(NCc3ccco3)nc(-c3ccco3)c2CO1
    i, i, i, i, i, -1, 1, i, i, -10, i
10. Cc1ccc(N(CCC#N)C(=O)COC(=O)C2CCN(S(=O)(=O)c3ccc4c(c3)OCCO4)CC2)cc1
    i, i, i, i, i, 2, 1, i, i, -13, i
11. O=C(NNS(=O)(=O)c1ccc2ccccc2c1)NC1CCCCC1
    i, i, i, i, i, 3, -1, i, i, -4, i
12. CC1CC(C)CN(C(=O)COc2ccc(-c3nnco3)cc2)C1 (stereo not given)
    i, i, i, i, i, 9, -4, i, i, -7, i
13. O=C(CN1CCCC1)Nc1ccccc1C(=O)c1ccccc1
    i, i, i, i, i, -8, -10, i, i, -12, i
14. CCN(CC)CC(=O)N1c2ccccc2Sc2ccccc21
    i, -8.5*, i, i, i, 3, 0, i, i, -2, i
15. Cc1[nH]n(-c2cccc3ccccc23)c(=O)c1/C=N/NC(=O)c1cccc([N+](=O)[O-])c1
    i, i, i, i, i, 0, 53*, i, i, -15, i
16. C/C(=N/NC(=O)c1ccccn1)c1ccc(O)cc1
    i, i, i, i, i, 4, -5, i, i, -7, i
17. CCc1nnc2sc(-c3cc(-c4ccccc4)nc4ccccc34)nn12
    i, i, i, i, i, 4, 12, i, i, -9, i
18. COc1ccc(S(=O)(=O)N2Cc3ccccc3CC2C(=O)O)cc1OC (stereo not given)
    i, i, i, i, i, -6, -6, i, i, -3, i
19. O=c1[nH]c(/C=C/c2ccccn2)nc2ccccc12
    i, i, i, i, i, 1, 1, i, i, -9, i
20. CCn1c(NCc2ccccc2Cl)nc2ccccc21
    i, i, i, i, i, 8, -5, i, i, -5, i
21. C=CCC1NS(=O)(=O)OC(CCCC)C1O (stereo not given)
    i, i, i, i, i, -5, -1, i, i, -5, i
22. CCNC(=S)Nc1ccc(Cc2nc3ccccc3[nH]2)cc1
    i, i, i, i, i, 0, -12, i, i, -2, i
23. CCC(=O)Oc1ccc(/C(CC)=C(\CC)c2ccc(OC(=O)CC)cc2)cc1
    i, i, i, i, i, 3, 5, i, i, -8, i
24. Cn1c(=O)c(=O)n(C)c2cc(S(=O)(=O)CCC(=O)Nc3ccc(C(F)(F)F)cc3)ccc21
    i, i, i, i, i, 2, -10, i, i, -7, i
25. O=C(c1ccc(Br)c(S(=O)(=O)N2CCCCC2)c1)N1CCCCC1
    i, i, i, i, i, -5, -1, i, i, 0, i
26. Nc1cccc(-n2nncc2-c2ccc(Cl)cc2)c1
    x, i, i, i, x, x, -2, x, i, -6, i
27. C#CCNC(=O)C1=C[C@@H](c2ccc(C#C)cc2)[C@H](CCCO)[C@@H](OCC)O1
    i, i, i, i, i, -2, 3, i, i, -6, i
28. Cc1ccccc1S(=O)(=O)Cc1ccc(C(=O)NCCN2CCCCC2C)o1 (stereo not given)
    i, i, i, i, i, 1, 1, i, i, -7, i
29. Cc1nn2c(-c3cccc(NC(=O)CSc4nc5ccccc5o4)c3)nnc2c2ccccc12
    i, -7.9*, i, i, i, -5, 25, i, i, -16, i
30. CC1=Nc2ccccc2/C1=C/c1c(N)n2c(S(=O)(=O)C(C)C)nsc2nc1=O
    i, i, i, i, i, -1, 24, i, i, -7, i
31. Cc1ccc2c(CN3CCN(C(=O)c4ccco4)CC3)cc(=O)oc2c1C
    i, i, i, i, i, -3, 4, i, i, -11, i
32. O=[N+]([O-])c1ccc(O)c(Nc2ncnc3ccc(Br)cc23)c1
    i, i, i, i, i, 3, 51*, 100*, 7*, -6, i
33. CCCCCc1ccc(-c2cn(Cc3cccc(OC)c3)nn2)cc1
    i, i, i, i, i, 12, 12, i, i, -1, i
34. COc1ccc(OCCCN2CCc3ccccc3C2)cc1
    i, i, i, i, i, 15, 6, i, i, -4, i
35. CCOc1ccc(N(CC(=O)Nc2cccc(Br)c2)S(C)(=O)=O)cc1
    i, i, i, i, i, 9, -3, i, i, -7, i
36. O=C(CCc1nc2ccccc2s1)NCc1ccccc1F
    i, i, i, i, i, 5, -5, i, i, -5, i
37. O=C(c1cnn2c(C(F)(F)F)cc(-c3cccs3)nc12)N1CCN(C(c2ccccc2)c2ccccc2)CC1
    i, i, i, i, i, -2, 20, i, 6*, -12, i
38. O=C(O)CN1C(=O)NC2(CCOc3ccccc32)C1=O (stereo not given)
    i, i, i, i, i, 6, -5, i, i, -12, i
39. Cc1sc(-c2cccnc2)nc1OC(=O)C1CC1
    i, i, i, i, i, -3, -2, i, i, -7, i
40. CCc1cc2ccc(C)cc2nc1SCC(=O)Nc1cc(C)on1
    i, i, i, i, i, 8, 4, i, i, 1, i
41. CCSc1nnc2c(n1)OC(C)(C)Nc1ccccc1-2
    i, i, i, i, i, -2, -1, i, i, -1, i
42. COCCc1nc2ccc(C(=O)N3CCCC(CCCO)C3)cc2o1 (stereo not given)
    i, i, i, i, i, -1, 0, i, i, -7, i
43. CC(=O)N(c1c(C)n(C)n(-c2ccccc2)c1=O)C1(C(=O)NC2CCCC2)CCCCC1
    i, i, i, i, i, 5, -4, i, i, 3, i
44. CN(C)/C=C1\N=C(c2ccccc2)OC1=O
    i, i, i, i, i, 11, -10, i, i, -9, i
45. COc1ccc(-n2c(C)cc(/C=C/c3nc(O)c([N+](=O)[O-])c(=O)[nH]3)c2C)cc1
    i, i, i, i, i, 3, -9, i, i, -2, i
46. FC(F)(F)c1cc(-c2ccccc2)nc(-n2cc(Cl)cn2)n1
    i, i, i, i, i, -7, -8, i, i, -6, i
47. COc1ccc2[nH]c(=O)c(CNc3ccccc3OC)cc2c1
    i, i, i, i, i, -3, 2, i, i, -11, i
48. CCOC(=O)SC1=N/C(=C\c2ccc(N(C)C)cc2)C(=O)S1
    i, i, i, 8*, i, 0, -1, i, i, -7, i
49. NC(=O)c1nsc(C(=O)N(CC(=O)NC2CCCCC2)Cc2ccc(F)cc2)c1N
    i, i, i, i, i, 0, -4, i, i, -7, i
50. O=c1oc(-c2ccccc2F)nc2scc(-c3ccccc3)c12
    i, i, i, i, i, -5, -1, i, i, -7, i
51. CCCCC1=CC2=C(c3ccco3)C(=O)C(C)(OC(=O)c3ccc(OC)cc3)C(=O)C2=CN1CCc1ccccn1 (stereo not given)
    i, i, i, i, i, -12, 2, i, i, -20, i
52. O=C(NCc1ccccc1Cl)C1CCN(S(=O)(=O)N2CCC3(CC2)OCCO3)CC1
    i, i, i, i, i, 6, 4, i, i, -10, i
53. COCCn1c(N)c(Sc2ccc(Cl)cc2)c(=O)[nH]c1=O
    i, i, i, i, i, -4, -3, i, i, -6, i
54. O=C(Nc1cccc(C(F)(F)F)c1)c1csc(-c2ccncc2)n1
    i, i, i, i, i, 5, -7, i, i, -10, i
55. CCN(CC)c1nc(-c2ccc(C(=O)NN)cc2)nc(-c2ccc(C(=O)NN)cc2)n1
    -8.8*, i, i, i, i, 1, 33, i, i, -1, i
56. COc1ccc(NC(=O)CCNC(=O)c2ccco2)c(OC)c1
    i, i, i, i, i, -2, -3, i, i, -8, i
57. COc1cccc(CN2CC(C(=O)N3CCCCCCC3)CCC2=O)c1 (stereo not given)
    i, i, i, i, i, -5, -9, i, i, -10, i
58. COc1ccc(OC)c(N(CC(=O)Nc2ccccc2)S(C)(=O)=O)c1
    i, i, i, i, x, 1, 4, i, i, -6, i
59. CCCS(=O)(=O)c1c(S(=O)(=O)CCC)c2c(C(N)=O)cccn2c1C(=O)c1ccc(F)cc1
    -9*, i, i, i, i, -2, 2, i, i, -20, i
60. CC(=O)N(CCc1ccccc1C)Cc1cc2cc3c(cc2[nH]c1=O)OCO3
    i, i, i, i, i, 4, -3, i, i, -4, i

(list continues)
Below each compound: KCNK3 block, RGS4 act, RGS4 inh, KCNQ1 act, ANO1 activ, HDAC3 inh, SKKanGAS inh, ANO1 block, KCNQ1 block, hERG rescue, KCNK9 block
61. CC(Oc1ccc(Cl)cc1)/C(N)=N/O (stereo not given)
    i, i, i, i, i, 4, 1, i, i, 2, i
62. Cc1cc(C)cc(N2C(=O)CN(Cc3ccccc3)C2=S)c1
    i, i, i, i, i, 3, 9, i, i, -1, i
63. COc1ccc(CNc2nc3ccccc3n2Cc2ccc(Cl)cc2)cc1OC
    i, i, i, i, i, 0, 0, i, i, -16, i
64. CCOc1ccc(CNC(=O)C(=O)c2cn(CC(=O)N3CCOCC3)c3ccccc23)cc1OC
    i, i, i, i, i, 6, -8, i, i, -3, i
65. CCCCNc1nc2ccccc2nc1NS(=O)(=O)c1ccc(F)cc1
    i, i, i, i, i, -1, 9, i, i, -5, i
66. CC(=O)NS(=O)(=O)c1ccc(NC(=O)CSc2ccccc2)cc1
    i, i, i, i, i, 3, -4, i, i, -5, i
67. CCS(=O)(=O)n1nc(-c2ccco2)nc1N
    i, i, i, i, i, 0, -2, i, i, -5, i
68. O=C(CO/N=C/c1cccc([N+](=O)[O-])c1)NC1CCCCCC1
    i, i, i, i, i, -3, -1, i, i, -9, i
